Source: PubChem BioAssay (National Center for Advancing Translational Sciences (NCATS))
IDH1 R132H inh: inhibitors of human mutant IDH1 R132H. O75874. IDH1-R132H enzyme, NADPH consumption, diaphorase/resazurin fluorescence. Potency, µM (top dose mostly 76.6 µM), inactives show at the highest dose activity change, negative = inhibition, actives largely listed as inhibitors. 390,000 tested, 0.093% active. AID 602179; further: potency means the concentration at half of the fitted maximal effect; on the % scale 0 is the no-effect control and ±100 the full control effect; nearly all actives have a fitted effect of over 65% in size
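IDH1-R132H (0.5 ug/mL dispensed) in pH 7.5 Tris buffer was preincubated 30 min with compound, then given a substrate mix of 0.016 mM NADPH and 2 mM alpha-KG for 80 min at room temperature; remaining NADPH was read by diaphorase/resazurin fluorescence.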
rTrxR1 inhibitor: blocks rat thioredoxin reductase 1; Potency, µM (top dose mostly 114 µM), for the others: top-dose activity change, negative = inhibition, usual class: inhibitors; O89049; 390,000 tested, 1% active; recombinant rTrxR1, NADPH fluorescence consumption, selenite substrate; further: potency means the concentration at half of the fitted maximal effect; on the % scale 0 is the no-effect control and ±100 the full control effect; nearly all actives have a fitted effect of over 65% in size
Target sequence (O89049 whole entry, looked up): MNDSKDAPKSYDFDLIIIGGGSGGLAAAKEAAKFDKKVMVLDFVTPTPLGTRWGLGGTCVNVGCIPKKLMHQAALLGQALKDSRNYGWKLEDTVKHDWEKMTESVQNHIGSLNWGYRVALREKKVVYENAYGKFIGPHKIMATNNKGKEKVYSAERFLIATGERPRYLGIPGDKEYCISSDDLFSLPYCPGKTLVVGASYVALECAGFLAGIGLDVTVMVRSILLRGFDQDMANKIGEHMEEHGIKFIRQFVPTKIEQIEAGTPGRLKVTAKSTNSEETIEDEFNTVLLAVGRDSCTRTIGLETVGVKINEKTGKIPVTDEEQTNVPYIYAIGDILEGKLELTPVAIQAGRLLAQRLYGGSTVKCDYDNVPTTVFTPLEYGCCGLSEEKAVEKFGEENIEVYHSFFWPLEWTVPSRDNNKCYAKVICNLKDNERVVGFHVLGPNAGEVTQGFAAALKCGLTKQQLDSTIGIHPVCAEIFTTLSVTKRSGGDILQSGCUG
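Rat TrxR1 (90 nM in the dispensed reagent) was pre-reduced with 400 uM NADPH for 5 min at room temperature, then incubated with compound for 15 min. After 400 uM selenite was added, NADPH fluorescence (Ex 340/Em 450 nm) was followed for 8 min.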
GRP78 ERSR act: inducers of ER stress response in human glioma cells; U87-MG GRP78 promoter luciferase reporter, 16 h; Potency, µM, inactives show at the highest dose activation, usual class: activators; 420,000 tested, 0.02% active; further: potency means the concentration at half of the fitted maximal effect; series mostly up to about 76 µM; % of control where 0% means no effect; nearly all actives have a fitted effect of over 35% in size
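Stably transfected U87-MG glioma cells carrying a GRP78-based luciferase sensor; 16 h compound incubation. Luminescence end-point read 10 min after Bright-Glo addition at room temperature.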
Vif-APOBEC3G blk: Vif-A3G binding inhibition; Q9HC16; HeLa A3G-eYFP + Vif (tagged APOBEC3G with the HIV-1 protein that degrades it), YFP fluorescence, overnight; Potency, µM (series often up to 46.1 µM), for inactives: at the highest dose activity, negative = active, usual class: inhibitors; 410,000 tested, 0.076% active;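 further: potency means the concentration at half of the fitted maximal effect; on the % scale 0 is the no-effect control and ±100 the full control effect; nearly all actives have a fitted effect of over 60% in size; hits raise eYFP signal because A3G escapes Vif-driven loss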
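Read-out is eYFP fluorescence (Ex 488/Em 500-530) from Vif-expressing HeLa A3G-eYFP cells; more signal means A3G escaped Vif-mediated degradation. Cells plated overnight, compound pinned in, incubated overnight at 37 deg C.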
LDHA inh: blocks human lactate dehydrogenase A. P00338. purified LDHA, NADH/diaphorase-resazurin fluorescence; stronger effect = lower value. activity change, % (values are at about 110 or 230 µM). 480,000 tested, 0.15% active. AID 1347041; in the data active means activity change below about -30%; inconclusive means mostly about -25% to -30%;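 further: plate controls were DMSO wells for no effect and wells without enzyme for full effect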
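LDH5 2 nM; NADH 0.06 mM, pyruvate 0.2 mM; 200 mM Tris pH 7.4, EDTA, Tween-20; 5 min RT. Detection: diaphorase 0.133 mg/mL + resazurin 37 µM, fluorescence ex540/em590 at 0 and 20 min; normalized to enzyme-free and DMSO wells.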
Vif-A3F inh: inhibitors of Vif-A3F interaction; HeLa A3F-eYFP + Vif (tagged APOBEC3F with the HIV-1 protein that degrades it), YFP fluorescence increase; Potency, µM (titrated, usually from 46.1 µM), without a hit: at the top dose activity, negative = active; 390,000 tested, 0.2% active; further: potency means the concentration at half of the fitted maximal effect; % of control where 0% means no effect; nearly all actives have a fitted effect of over 65% in size
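HeLa cells stably expressing A3F-eYFP plus Vif, plated and incubated overnight at 37 deg C, then exposed to compounds overnight at 37 deg C. Blocked degradation read as raised yellow fluorescence (Ex 488/Em 500-530).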
TrxR1 substrate: is turned over as a substrate by rat TrxR1; Potency, µM (top dose mostly 114 µM), inactives show at the top dose activity change, negative = substrate turnover; O89049; AID 588456; 390,000 tested, 0.01% active; purified TrxR1 substrate turnover, NADPH consumption readout; further: potency means the concentration at half of the fitted maximal effect; on the % scale 0 is the no-effect control and ±100 the full control effect; nearly all actives have a fitted effect of over 50% in size
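Rat TrxR1, dispensed at 90 nM, was prereduced with 400 uM NADPH (final) for 5 min at ~22 deg C, then incubated with compound 15 min before 400 uM selenite. A first-read NADPH fluorescence drop versus no-compound background flagged substrates.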
RGS4 inhibitor: inhibitors of human regulator of G protein signaling 4; P49798; AID 504845; Transcreener GDP fluorescence polarization, RGS4-accelerated GTP hydrolysis; Potency, µM (doses to about 114 µM), inactives show at the highest dose activity change, negative = inhibition, usual class: inhibitors; 390,000 tested, 0.039% active; further: potency means the concentration at half of the fitted maximal effect; on the % scale 0 is the no-effect control and ±100 the full control effect; nearly all actives have a fitted effect of over 75% in size; some results filed as inactive show a strong effect at the top dose
Target sequence (P49798 whole entry, looked up): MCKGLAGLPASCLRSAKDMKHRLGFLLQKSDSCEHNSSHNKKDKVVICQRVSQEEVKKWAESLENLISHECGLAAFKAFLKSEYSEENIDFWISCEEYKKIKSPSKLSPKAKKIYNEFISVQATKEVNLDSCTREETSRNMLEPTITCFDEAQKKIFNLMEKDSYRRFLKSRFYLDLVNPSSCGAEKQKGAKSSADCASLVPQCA
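MLSMR compounds (23 nl, pin-transferred) preincubated 10 min at room temperature with a 500nM (2x) first reagent, then RGS4 at 900nM (2x) plus Transcreener GDP mix added; fluorescence polarization (620/688 nm) read before and after 90 min at 30 °C.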
USP1 inh: inhibitors of human USP1/UAF1 deubiquitinase | O94782 | recombinant USP1/UAF1, Ub-Rhodamine cleavage fluorescence | Potency, µM (series often up to 57.1 µM), for the others: at the top dose activity change, negative = inhibition, most hits filed as inhibitors | 390,000 tested, 0.23% active | AID 743255; further: potency means the concentration at half of the fitted maximal effect; on the % scale 0 is the no-effect control and ±100 the full control effect; nearly all actives have a fitted effect of over 60% in size; inactives centre near -12
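1 nM enzyme complex + cpd, 15 min RT; start with Ub-Rho 150nM final; kinetic fluorescence ex 480/em 540, 6 reads q60 s. Buffer 50mM HEPES pH 7.8, 0.5mM EDTA, 0.1 mg/ml BSA, 1mM TCEP, 0.01% Tween-20.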
An asterisk follows results filed as active; ? = inconclusive; nt = not tested or not shown; & = joins results of further samples; [ ] = another dose, or the depositor's remark. Unless noted, the call rests on the fitted dose curve; in most records, active means well fitted curve in the direction sought with a large enough effect; inconclusive means small, poorly fitted or top-dose-only effect, or another doubt; inactive means no such curve, though single readings can be large; an effect the other way counts as inactive or inconclusive.

compound	IDH1 R132H inh	rTrxR1 inhibitor	GRP78 ERSR act	Vif-APOBEC3G blk	LDHA inh	Vif-A3F inh	TrxR1 substrate	RGS4 inhibitor	USP1 inh
Cc1cc(Cl)ccc1OC(C)C(=O)Nc1cnn(CCCC(=O)O)c1 (stereo unspecified)	-2%	13%	-7%	0%	-5	-7%	4%	20%[11.4 µM]	-12%
N/C(=N\NC(=O)c1ccccc1)c1cc2ccccc2oc1=O	-8%	11%	3%	3%	0	3%	-2%	?	-14%
CCCN(CCC)CCNC(=O)c1cc2c(-c3ccc(Cl)cc3)nn(C)c2s1	-1%&-14%	17%&5%	-1%&-2%	8%&8%	2&-4	?	53%&58%[activator]	8%&0%	-5%&15%
Cc1nn(C)c(Oc2cccc(C(F)(F)F)c2)c1C=O	3%	13%[57.1 µM]	-7%	0%	4	-19%	5%[57.1 µM]	-34%	6%
C[C@H]1CN([C@@H](C)CO)C(=O)CCCn2cc(nn2)CO[C@@H]1CN(C)S(=O)(=O)c1ccc(C#N)cc1	10%	nt	-5%	-6%	-2	-4%	nt	nt	-22%
CCc1ccc(S(=O)(=O)c2c(C(=O)c3ccc(C)c(C)c3)cnc3ccccc23)cc1	-6%	6%	0%	-8%	-2	-8%	7%	6%	-27%
O=C1N[C@H](Cc2c[nH]c3ccccc23)COC(=O)[C@H](Cc2ccc(F)cc2)C/C=C\C[C@H]1CC(=O)N(CCO)Cc1ccccc1	9%	15%[57.1 µM]	-2%	-5%	1	5%	2%[57.1 µM]	-20%	-26%
O=C1C(Nc2ccccc2)=CC(c2ccc(O)cc2)N1c1ccccc1 (stereo unspecified)	3%	-22%	6%	-16%	0	0%	9%	16%[11.4 µM]	-23%
CCOC(=O)c1c(NC(=O)c2cc3ccccc3c(=O)o2)sc2c1CCC(C)C2 (stereo unspecified)	7%	10%	-5%	0%	0	-1%	0%	12%	-29%
O=S(=O)(c1ccc(Sc2nnc3ccccn23)nc1)N1CCOCC1	-4%	7%	-6%	0%	-18	-1%	2%	23%	-12%
COc1ccc(F)cc1S(=O)(=O)N1CCC2(CC1)OCCN2S(=O)(=O)c1ccccc1	7%	6%	-4%	0%	3	-4%	4%	-12%	-13%
COc1ccc(-c2nc(CSCC(=O)NC3CCCc4ccccc43)c(C)o2)cc1 (stereo unspecified)	0%	-2%	0%	1%	0	3%	6%	12%	-18%
CN(C)c1ccc(CN(CC2CCCO2)C(=O)c2cc3ccccc3o2)cc1 (stereo unspecified)	9%	11%	-3%	-1%	-3	-7%	0%	10%	3%
Cc1cc(N/C=C/C(=O)c2ccc(Br)cc2)no1	7%	28%	5%	1%	-10	-7%	13%	-1%	-9%
O=C(NC1CCCCC1)C1CCCN(S(=O)(=O)c2ccc(Br)s2)C1 (stereo unspecified)	-3%	7%	-2%	-6%	-11	0%	-2%	12%	-20%
O=C(NCCN1CCOCC1)c1ccc(N2CCCC2)c([N+](=O)[O-])c1	8%	15%[57.1 µM]	-3%	-7%	-2	-9%	-7%[57.1 µM]	5%	-1%
O=C(CC1C(=O)N(c2ccccc2)C(=O)N1CCC1=CCCCC1)Nc1ccc(F)cc1 (stereo unspecified)	-11%	11%	-1%	5%	2	1%	-3%	16%	-17%
CCCS(=O)(=O)NCCc1csc(-c2ccc(OC)c(OC)c2)n1	3%	11%	1%	4%	-7	0%	73%[activator]	4%	-2%
CCOc1ccc(NC(=O)c2cnn(-c3ccc(C)c(C)c3)c2C2CCN(C(=O)OC(C)(C)C)CC2)cc1	1%	41%[activator]	-2%	5%	4	-8%	4%	-21%	-16%
NC(=O)C1CCN(CC(=O)Nc2cccc(C(=O)Nc3cccc(C(F)(F)F)c3)c2)CC1	14%	5%[57.1 µM]	-3%	6%	-11&-2	0%	5%[57.1 µM]	20%	-9%
O=C1C2C3C=CC(CC3)C2C(=O)N1c1ccc(Cl)cc1 (stereo unspecified)	3%	27%	-3%	2%	-12	-8%	-3%	6%	-7%
CCCSc1nnc(NC(=O)Nc2ccc(F)cc2)s1	-8%	6%	-5%	1%	-5	-7%	-1%	-12%	-18%
COc1ccc(C2Nc3ccccc3C(=O)N2c2ccc(C)cc2)cc1Cn1cc([N+](=O)[O-])cn1 (stereo unspecified)	4%	31%	4%	-2%	-8	-10%	5%	8%	-5%
Cc1cccnc1NC(=O)CCC(=O)c1cccs1	0%	9%	1%	0%	-6	6%	1%	31%	-3%

Given with two lines to a compound: entries from further up
Values run as follows: IDH1 R132H inh, rTrxR1 inhibitor, GRP78 ERSR act, Vif-APOBEC3G blk, LDHA inh, Vif-A3F inh, TrxR1 substrate, RGS4 inhibitor, USP1 inh
O=C1C(Nc2ccccc2)=CC(c2ccc(O)cc2)N1c1ccccc1 (stereo unspecified)
    3%, -22%, 6%, -16%, 0, 0%, 9%, 16%[11.4 µM], -23%
CCOC(=O)c1c(NC(=O)c2cc3ccccc3c(=O)o2)sc2c1CCC(C)C2 (stereo unspecified)
    7%, 10%, -5%, 0%, 0, -1%, 0%, 12%, -29%

Next part
compound	IDH1 R132H inh	rTrxR1 inhibitor	GRP78 ERSR act	Vif-APOBEC3G blk	LDHA inh	Vif-A3F inh	TrxR1 substrate	RGS4 inhibitor	USP1 inh
CCN1CC2([N+](=O)[O-])C=CC(=O)C([N+](=O)[O-])(C1)C2CC(=O)c1ccccc1 (stereo unspecified)	12%	?	0%	-7%	16	-5%	12%[57.1 µM]	-40%	-27%
CCOc1ncccc1C(=O)Nc1ccc(F)cc1	14%	18%[57.1 µM]	-6%	2%	-10	18%	7%[57.1 µM]	-15%	0%
CN(Cc1ccccc1)C(=O)c1nc2ccccn2c1CNCCOc1cccnc1	7%	20%	-7%	0%	-7	1%	1%	27%	2%
Cc1cccc2c1-c1sc(C(=O)NCc3ccccc3Cl)cc1CO2	2%	32%	-4%	-2%	2	1%	104%[activator]	4%	?
CCOC(=O)c1c(C)[nH]c(C(=O)OCC(=O)N2CCc3ccccc32)c1C	0%	14%	-4%	-1%	-4	-4%	5%	25%	-8%
CCOC(=O)c1ccc(NC(=O)Nc2c[nH]c(=O)[nH]c2=O)cc1	12%	6%[57.1 µM]	-3%	-4%	-5	1%	-5%[57.1 µM]	?	-22%
COCCN(C(=O)COC(=O)CCC(=O)c1ccc(Cl)cc1)c1c(N)n(Cc2ccccc2)c(=O)[nH]c1=O	1%	-2%	-3%	-1%	-4	1%	2%	-17%	-15%
O=c1cc(-c2cccc(F)c2)oc2ccccc12	4%	16%[2.29 µM]	0%	0%	-2	-21%	4%[2.29 µM]	-2%	-2%
O=C(c1ccc(F)cc1F)N1CCN(S(=O)(=O)c2ccc3c(c2)OCCO3)CC1	0%	10%	-4%	-3%	-6	5%	4%	-29%	-9%
COc1ccc(S(=O)(=O)Nc2ccccc2Cl)cc1NC(C)=O	5%	12%[57.1 µM]	-3%	-12%	2	-3%	4%[57.1 µM]	-5%	-17%
O=C(COC(=O)c1cccc(OC(F)F)c1)NCC1CCCO1 (stereo unspecified)	2%	26%[57.1 µM]	-1%	0%	-13	4%	5%	10%	-30%
CC(O)C(NS(=O)(=O)c1ccc(Cl)cc1)C(=O)OCc1cc([N+](=O)[O-])cc2c1OCOC2 (stereo unspecified)	2%	0%	-11%	5%	-4	5%	-13%	18%	-11%
CSc1ncccc1C(=O)OCC(=O)Nc1cc(C(F)(F)F)ccc1N1CCOCC1	2%	6%	0%	-3%	0	-16%	0%	-24%	-11%
CCOC(=O)COc1c(Cl)cc(C2NC(=S)NC(c3ccccc3)=C2C(C)=O)cc1OC (stereo unspecified)	-2%	-25%	-13%	-8%	-2	-6%	-18%	-50%	-20%
Cc1nc2c(C(=O)N(C)Cc3ccccc3)c[nH]n2c(=O)c1Cc1ccc(Cl)cc1	-1%	12%	-1%	4%	-4	4%	20%	-13%	-12%
c1ccc(Oc2nc(-c3ccccn3)nc3ccccc23)cc1	-11%	-5%	18%	2%	-11&8	?	-1%	12%	-3%
O=C(Nc1cccc(O)c1)c1ccc(NC(=O)C2CCCO2)cc1 (stereo unspecified)	-4%	8%	2%	2%	-4	0%	-3%	12%	1%
CCC(C)c1ccc(NC(=S)N2CCN(S(C)(=O)=O)CC2)cc1 (stereo unspecified)	7%	3%	-2%	-5%	0	-2%	-2%	-38%	-7%
CCc1c(C)[nH]n(-c2ccc(Oc3ccccc3)c(S(=O)(=O)O)c2)c1=O	-6%	-20%	-4%	1%	-2	-14%	-3%	-34%	-19%

A portion of the library; the hit share may differ from the screen's.
